Assay outcomes as filed in PubChem.
HTR5A ag – counter-screen for OPRM1-OPRD1 agonists: human HTR5A agonism. HTR5A agonist assay, luminescence, cell-based. 340,000 compounds, 0.61% hits. activation, % at 9.3 µM. AID 504692. P47898; in the data active = activation mostly above about 9.5%, no sharp cut-off; inactive = mostly below about 7.6%;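 note: 0% = cells with vehicle only and 100% = reference agonist; strong numbers were not always called active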
Target sequence (P47898 whole entry, looked up): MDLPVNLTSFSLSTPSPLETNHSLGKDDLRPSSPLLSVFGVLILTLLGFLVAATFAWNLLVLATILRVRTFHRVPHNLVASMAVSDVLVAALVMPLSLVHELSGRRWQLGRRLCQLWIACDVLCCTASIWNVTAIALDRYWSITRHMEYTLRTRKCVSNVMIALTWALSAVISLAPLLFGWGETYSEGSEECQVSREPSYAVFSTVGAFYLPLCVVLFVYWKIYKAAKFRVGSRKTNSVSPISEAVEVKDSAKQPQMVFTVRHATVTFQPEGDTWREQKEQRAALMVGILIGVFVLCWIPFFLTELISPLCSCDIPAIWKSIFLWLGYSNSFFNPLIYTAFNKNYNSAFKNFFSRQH
SR-BI DiI inh – blocks mouse SR-BI lipid uptake from DiI-HDL | 320,000 compounds, 0.96% hits | inhibition, % at 12.5 µM | ldlA[mSR-BI] CHO cells, DiI-HDL uptake fluorescence, 3 h | Q61009;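 active = mean replicate inhibition of at least 70% and a set share of replicates each scoring 70 or more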;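 note: 0% = median of neutral control wells and 100% = median of positive control wells; values of inactives mirror those of a sister screen read the other way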
Target sequence (Q61009 whole entry, looked up): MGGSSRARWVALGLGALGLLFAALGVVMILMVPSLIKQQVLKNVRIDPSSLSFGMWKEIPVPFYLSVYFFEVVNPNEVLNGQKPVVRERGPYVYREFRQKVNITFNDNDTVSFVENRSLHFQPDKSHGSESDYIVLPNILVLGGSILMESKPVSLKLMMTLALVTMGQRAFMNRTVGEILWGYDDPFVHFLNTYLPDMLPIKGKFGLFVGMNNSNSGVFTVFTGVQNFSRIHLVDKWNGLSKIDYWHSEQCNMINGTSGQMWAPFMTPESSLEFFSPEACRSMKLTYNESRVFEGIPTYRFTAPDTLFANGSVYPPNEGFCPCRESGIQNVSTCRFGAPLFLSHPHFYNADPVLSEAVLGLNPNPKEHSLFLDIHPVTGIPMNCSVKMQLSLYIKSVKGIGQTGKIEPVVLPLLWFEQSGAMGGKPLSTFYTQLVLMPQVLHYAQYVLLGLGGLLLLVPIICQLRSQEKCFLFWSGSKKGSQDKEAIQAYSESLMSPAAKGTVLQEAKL
Wnt bcat act – activators of Wnt/beta-catenin signaling; Wnt/beta-catenin reporter cell assay, activator, plate reader; activation, % at 9.35 µM; 300,000 compounds, 1.2% hits; AID 743398; in the data active = activation above about 30%, passing the limit was not always enough;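 note: 0% = neutral control wells and 100% = positive control wells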
dFosB act – activators of mouse delta FosB homodimer. 340,000 compounds, 0.99% hits. P13346. activation, % at 25 µM. purified delta FosB, TAMRA-CDK5 oligo fluorescence polarization; percent of positive-control signal above neutral wells. AID 493131;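 active = mean activation above about 17%, with every replicate also reaching it, limit read from the data, passing the limit was not always enough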;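 note: fluorescence polarization rise as delta FosB binds a TAMRA Cdk5 AP-1 oligo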
MITF TRPM1 HTS – MITF TRPM1 promoter activation in melanoma cells; activation, % at 12.5 µM; SK-MEL-5 TRPM1-promoter luciferase, 24 h; % of positive control, neutral wells = 0; 300,000 compounds, 0.75% hits;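 active = mean activation of at least 80% with every replicate also reaching 80%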;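 note: 0% = neutral control wells and 100% = parthenolide positive control wells; values of inactives mirror those of a sister screen read the other way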
CDK5 p35 inh – blocks human CDK5/p35 kinase activity | Recombinant CDK5/p35, ADP-Glo luminescence, 60 min | inhibition, % at 10 µM | AID 488839 | 330,000 compounds, 0.01% hits;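 active = highest replicate inhibition of at least 50% and at least 75% of replicates reaching 50%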;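 note: plate controls were DMSO neutral control for no effect and GW8510 at 10 µM for full effect; many of its hits are not listed in these tables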
NSD2 HMT inh – inhibitors of human histone methyltransferase NSD2 | NSD2 peptide methylation, AlphaScreen, 120 min | inhibition, % at 12.5 µM | 310,000 compounds, 0.54% hits | AID 743445; in the data active = inhibition above about 50%
PvdQ acylase – blocks Pseudomonas aeruginosa PvdQ acylase activity. inhibition, % at 10 µM. 340,000 compounds, 0.063% hits. purified PvdQ acylase, fluorescence plate reader; in the data active = inhibition above about 30%, passing the limit was not always enough;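 note: 0% = vehicle neutral wells and 100% = reference inhibitor wells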
V-ATPase pH – yeast V-ATPase proton transport regulation by pHLuorin; S. cerevisiae, pHLuorin cytosolic pH fluorescence; response, % at 10 µM; 350,000 compounds, 0.37% hits; AID 504577; in the data active = response mostly above about 7.3%, no sharp cut-off; inactive = mostly below about 5.4%; note: actives read high; inactives centre near 0; some compounds called inactive have numbers as strong as hits; reference of the scale not given here
HTR5A inv ag – inverse agonist of human HTR5A in OPRM1-OPRD1 counter-screen | AID 504634 | inhibition, % at 9.3 µM | P47898 | 340,000 compounds, 0.083% hits | HTR5A cell line, luminescence, inverse agonism; in the data active = inhibition mostly above about 23%, no sharp cut-off; inactive = mostly below about 18%;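 note: 0% = cells with DMSO and 100% = no-cell wells with DMSO; some compounds called inactive have numbers as strong as hits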
Numbers without * were called inactive; . = no result given.

The line under a structure holds: HTR5A ag	SR-BI DiI inh	Wnt bcat act	dFosB act	MITF TRPM1 HTS	CDK5 p35 inh	NSD2 HMT inh	PvdQ acylase	V-ATPase pH	HTR5A inv ag
- S=C1N(c2ccccc2)C(c2ccccc2)N2CCCN12 (stereo not given)
→ -7	-21	0	-3	-5	-0.3	-6	-2	11	1
- COC(=O)C1CCN(C(=O)Cc2ccccc2OC)CC1
→ 3	-3	0	5	4	-0.1	0	3	1	-7
- CS(=O)(=O)Nc1ccc(C(=O)NCCc2ccccc2)cc1
→ -5	1	17	5	68	-1.7	-3	-11	6	12
- CCOC(=O)CCNC(=O)CCc1nnc(CCCc2ccccc2)o1
→ 2	-12	9	-4	45	1.5	0	-7	-3	-9
- O=S1c2ccccc2Sc2ccccc21
→ 1	-22	0	-5	7	0.9	-1	2	4	-4
- COCC(=O)n1nc(-c2ccc(Cl)cc2)nc1NCc1ccc(F)cc1
→ -2	17	.	-7	.	-1.4	29	4	-2	0
- Cc1ccc(S(=O)(=O)N(CC(=O)N/N=C/c2ccco2)c2cc(Cl)cc(Cl)c2)cc1
→ -3	-18	.	-4	-7	-0.3	-1	-8	-1	-14
- CSCCC(NC(N)=O)C(=O)NCC1CCCCC1 (stereo not given)
→ -2	-37	.	-2	10	2.1	0	-14	-2	5
- O=C(Nc1ccc([N+](=O)[O-])cc1)/C(=C/c1cccc([N+](=O)[O-])c1)NC(=O)C1CCCCC1
→ -7	.	-13	4	13	0.2	0	-9	-3	-4
- Oc1cccc2c(NC(=S)Nc3ccc(SC(F)F)cc3)cccc12
→ -2	29	2	7	-39	1.3	36	-11	-1	5
- CN(NC(=O)c1ccc(Cl)cc1)c1ncc(C(F)(F)F)cc1Cl
→ 2	-10	2	1	-12	0.4	-3	-6	-1	-5
- O=C(CN1CCCCCC1)Nc1ccc(S(=O)(=O)N2CCCCC2)cc1
→ -1	.	-1	4	3	1.2	1	-5	-1	3
- CC(=O)NC1(c2ccccc2)CCN(c2cc(C)nc(-c3ccccc3)n2)CC1
→ 1	3	-2	-7	14	0.0	-2	4	3	-26
- CCN(CC)S(=O)(=O)c1cc(C(=O)OCC(=O)Nc2cccc(C)c2C)ccc1F
→ 4	9	-2	-7	-8	1.1	3	10	-2	-15
- O=C1C2CC=CCC2C(=O)N1CNc1ccccc1 (stereo not given)
→ 2	-30	5	2	.	0.2	-3	-13	-2	-13
- CCOC(=O)N1CCN(C(=O)Cc2ccccc2OC)CC1
→ 2	6	-2	-2	.	-2.7	-3	-8	-3	-6
- CC(C)=NNc1nc(-c2ccccc2)cs1
→ 0	-34	-2	2	39	-2.2	0	-11	2	-7
- CCC(=O)Nc1c2c(nn1-c1ccc([N+](=O)[O-])cc1)CS(=O)(=O)C2
→ 5	-16	3	1	2	-0.1	-3	-4	-3	-17
- Cc1cccc(NS(=O)(=O)c2cnc[nH]2)c1
→ 3	-25	-4	-3	-1	0.6	-2	-16	7	-8
- O=C1c2ccccc2C(=O)N1CCCOCc1c[nH]c(=O)[nH]c1=O
→ -3	.	.	-4	-4	-1.0	1	-10	-2	-2
- O=C(O)c1ccc(NC(=O)c2ccc(Cl)cc2)c(NC(=O)c2ccc(Cl)cc2)c1
→ 6	-13	0	1	-4	-0.2	0	5	3	-25
- CC(=O)N(CCP(=O)(c1ccccc1)c1ccccc1)Cc1ccco1
→ 0	-17	-1	-3	6	-4.2	3	-7	2	12
- C[C@@H](C(=O)N1CCN(c2ccccc2)CC1)N1C(=O)C2CC=CCC2C1=O (stereo not given in full)
→ -2	2	-2	2	-3	-0.3	0	-15	1	8
- O=C(Nc1cccc(C(=O)NC2CCCC2)c1)c1ccccc1
→ -1	36	0	-11	-7	-1.7	-1	-6	0	4
- COc1ccccc1C=NN=Cc1ccccc1OC
→ -1	16	2	-10	-7	-5.3	0	9	-2	3
- CCOc1ccc(C(C)=O)cc1COc1ccc(-n2cnnn2)cc1
→ -6	.	-1	-16	6	2.7	30	-7	-1	14
- CC(=O)N1CCN(c2ccccc2NC(=O)COc2ccc(Cl)cc2Cl)CC1
→ 2	.	-2	-11	-1	0.2	0	-4	-1	-5
- COc1cc(/C=C/C(=O)OCC(=O)Nc2ccc3c(c2)OCCO3)ccc1OCC#N
→ 0	-2	0	4	5	0.9	1	-15	-3	20
- O=C(Nc1cccc(S(=O)(=O)N2CCCCC2)c1)c1cnccn1
→ 1	33	-1	0	8	0.4	11	-6	0	7
- C=CCN(c1ccc(C(=O)NCCSc2ccccc2)cc1)S(C)(=O)=O
→ 2	20	6	-9	32	1.3	0	3	6	-5
- COc1ccc(C2C(C(=O)Nc3cccc(OC)c3)c3ccccc3C(=O)N2C)cc1 (stereo not given)
→ 2	-16	1	-17	6	0.7	19	-3	1	-6
- Cc1ccc(SCCC(=O)NC(C)C)cc1
→ -1	-24	.	5	.	-1.7	1	-16	-2	2
- Cc1ccc2c(c1)NC(C(C)(C)C)CO2 (stereo not given)
→ -1	-12	.	-1	-3	1.6	1	-12	-3	2
- Cc1ccc(Cl)c(NC(=O)CCl)c1Cl
→ 6	-5	-1	2	-16	-0.8	-1	-17	0	-2
- CCCCN(CC)C(=O)CSc1nc2c(sc(=S)n2-c2ccc(OCC)cc2)c(=O)[nH]1
→ 2	2	-2	-10	6	-1.8	24	-6	1	-7
- CC(=O)N(CN1C(=O)CCC1=O)c1cccc(Cl)c1
→ 5	8	-2	4	0	1.0	-2	-20	4	6
- CCOc1ccc(-c2nc(CSCC(=O)NCC3CCCO3)c(C)o2)cc1 (stereo not given)
→ 2	6	0	-3	-9	.	5	-7	4	-14
- O=C(Nc1ccn(Cc2c(F)c(F)c(F)c(F)c2F)n1)c1ccc(COc2ccccc2Cl)cc1
→ -1	73*	.	4	-4	-0.2	-7	-12	-3	9
- Cc1c(-n2c(SCC(N)=O)nc3ccccc3c2=O)c(=O)n(-c2ccccc2)n1C
→ -4	-34	-2	2	2	-1.9	0	-15	-2	11
- CCCn1c(=N)n(CC(=O)c2ccco2)c2ccccc21
→ -1	-24	.	2	-2	1.3	-4	-6	-3	12
- Cc1ccc(NC(=O)Cn2nnc3ccccc32)cc1
→ .	5	12	4	55	-0.6	-4	-10	-3	.
- Cc1ccccc1-c1nnc(SCC(=O)N(CC(C)C)c2c(N)n(CC(C)C)c(=O)[nH]c2=O)n1C
→ 0	.	-4	-8	-17	0.2	0	-8	-2	-29
- COc1ccc(NC(=O)CSCC(=O)N(C)CCOc2ccc(Cl)cc2)cc1
→ 3	-17	1	-4	4	0.5	-2	-20	-2	-8
- COc1cccc(CC(=O)Nc2nc(-c3ccc(OC)c(OC)c3)cs2)c1
→ 9	.	-2	0	3	0.8	4	9	5	-27
- Cc1ccc2c(c1)C(c1ccccc1)N(C(=O)c1ccc3c(c1)OCO3)CC(=O)N2 (stereo not given)
→ 0	-32	2	-8	-12	0.0	-4	8	3	1
- C/C(=N\NC(=O)c1ccccc1F)c1ccc2c(c1)Nc1ccccc1S2
→ -2	35	.	-5	10	-0.5	-2	5	6	4
- Cc1cc(C(=O)Nc2ccc3c(c2)OCCO3)c2ccccc2n1
→ 3	-8	-1	0	-8	1.9	3	8	3	-8
- CSc1ccccc1-n1nnnc1SCC(=O)NCc1cccs1
→ 5	3	0	-5	-8	-11	19	-6	-3	9
- COc1ccc(/C=N/NC(=O)c2ccc(COc3ccccc3Cl)o2)c(OC)c1C
→ 22*	76*	.	-12	-9	1.3	-5	-3	6	-38
- C(=N\n1cncn1)/c1ccc(N2CCOCC2)cc1
→ 5	-14	0	-2	-8	0.1	-2	14	-5	-13
- CNC(=O)CSc1nc2cc(S(=O)(=O)Nc3ccccc3OC)ccc2o1
→ 3	-17	-1	-17	12	-0.2	-4	-6	-7	0
- Cc1cccc(N(C(=O)Cn2nnc3ccccc32)C(C(=O)NC(C)(C)C)c2ccsc2)c1 (stereo not given)
→ 2	-8	-4	-5	-13	-1.4	0	-8	-2	2
- Cc1noc(C)c1CCC(=O)NC1CCCN(Cc2ccc(Cl)cc2)C1 (stereo not given)
→ 12	-6	0	-7	-8	-1.1	-2	11	2	-3
- COc1ccc(-n2nnnc2SCC(=O)Nc2ccc3c(c2)OCCO3)cc1OC
→ -1	2	-1	-3	-1	-1.0	-2	-1	0	-28
- CCOc1ccc(CCNC(=O)C2CCCN(c3nnc(-n4cccc4)s3)C2)cc1OCC (stereo not given)
→ 1	30	.	-1	-2	2.1	-1	0	2	0
- Cc1ccc(S(=O)(=O)N(C)CC(=O)Oc2ccc(-c3nnco3)cc2)cc1
→ 2	10	-2	-10	-3	-0.1	-3	-14	3	-6
- C/C(=N\NC(=O)c1c(Cl)cnn1C)c1cccc(NC(=O)c2ccc(C)cc2)c1
→ -4	85*	6	-2	24	1.2	-1	-11	6	10
- CCN(Cc1ccccc1)S(=O)(=O)c1ccc(S(=O)(=O)N(Cc2ccccn2)Cc2ccco2)cc1
→ -2	-15	.	4	-3	-0.5	0	-12	5	25
- Cc1ccc(/C=N/Nc2ccc3ccccc3n2)o1
→ 0	-2	4	-2	-23	3.0	.	13	-2	0

Among those listed so far, 10 have an aryl methoxy group:
The line under a structure holds: HTR5A ag	SR-BI DiI inh	Wnt bcat act	dFosB act	MITF TRPM1 HTS	CDK5 p35 inh	NSD2 HMT inh	PvdQ acylase	V-ATPase pH	HTR5A inv ag
- COC(=O)C1CCN(C(=O)Cc2ccccc2OC)CC1
→ 3	-3	0	5	4	-0.1	0	3	1	-7
- CCOC(=O)N1CCN(C(=O)Cc2ccccc2OC)CC1
→ 2	6	-2	-2	.	-2.7	-3	-8	-3	-6
- COc1ccccc1C=NN=Cc1ccccc1OC
→ -1	16	2	-10	-7	-5.3	0	9	-2	3
- COc1cc(/C=C/C(=O)OCC(=O)Nc2ccc3c(c2)OCCO3)ccc1OCC#N
→ 0	-2	0	4	5	0.9	1	-15	-3	20
- COc1ccc(C2C(C(=O)Nc3cccc(OC)c3)c3ccccc3C(=O)N2C)cc1 (stereo not given)
→ 2	-16	1	-17	6	0.7	19	-3	1	-6
- COc1ccc(NC(=O)CSCC(=O)N(C)CCOc2ccc(Cl)cc2)cc1
→ 3	-17	1	-4	4	0.5	-2	-20	-2	-8
- COc1cccc(CC(=O)Nc2nc(-c3ccc(OC)c(OC)c3)cs2)c1
→ 9	.	-2	0	3	0.8	4	9	5	-27
- COc1ccc(/C=N/NC(=O)c2ccc(COc3ccccc3Cl)o2)c(OC)c1C
→ 22*	76*	.	-12	-9	1.3	-5	-3	6	-38
- CNC(=O)CSc1nc2cc(S(=O)(=O)Nc3ccccc3OC)ccc2o1
→ 3	-17	-1	-17	12	-0.2	-4	-6	-7	0
- COc1ccc(-n2nnnc2SCC(=O)Nc2ccc3c(c2)OCCO3)cc1OC
→ -1	2	-1	-3	-1	-1.0	-2	-1	0	-28
